Screens deposited in PubChem BioAssay by several laboratories.
HIV peptide binding = inhibitors of HIV fusion peptide binding, primary screen, biochemical, uHTS, fluorescence dequenching (AID 1986) | cell-free peptide binding, fluorescence dequenching, 30 min; higher % means a stronger effect | inhibition, % at 20 µM, or IC50 in µM where a hit was titrated | actives 0.3% (n = 290,000); in the data active = inhibition mostly above about 52%, no sharp cut-off; inactive = mostly below about 76%; note: some results filed as inactive read as strong as hits
LYP phosphatase = inhibitors of LYP phosphatase, biochemical, fluorescence intensity, uHTS (AID 1779) | inhibition, % at 11.5 µM, or IC50 in µM where a hit was titrated | recombinant LYP phosphatase, fluorescence intensity; higher % means a stronger effect | actives 0.054% (n = 290,000);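 note: plate controls were vehicle with enzyme for no effect and no enzyme for full effect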
NOD2 inhibition = NOD2 signaling inhibitors, cell-based, luminescence, uHTS, HEK293 (AID 1566); HEK293 NOD2/NF-kB luciferase reporter, luminescence; higher % means a stronger effect; inhibition, % at 4 µM, or EC50 in µM where a hit was titrated; actives 0.63% (n = 290,000); note: many of its hits are not listed in these tables
Hep lipid drop = hepatic lipid droplet formation modulation; actives 0.4% (n = 240,000); AML12 mouse hepatocytes, oleate lipid droplets, BODIPY imaging; inhibition, % at 6.5 µM;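 active = lipid droplet intensity inhibited by at least 50%, with more than 500 cells counted; inconclusive = wells with under 300 cells, treated as cytotoxic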
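System: AML12 hepatocytes (mouse). Probe or stimulus: oleic acid at 100 µM to induce lipid droplet formation. Times: overnight treatment with compound plus oleate. Detection: Image-based BODIPY and DAPI two-channel analysis. Evaluation: percent inhibition of filter-corrected integrated lipid droplet intensity per well.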
AID2073 = inhibitors of Mint1-CaV2.2 protein interaction, biochemical, HTRF (AID 2073); inhibition, % at 20 µM, or IC50 in µM where a hit was titrated; HTRF protein-protein interaction, Mint1-CaV2.2; higher % means a stronger effect; actives 0.19% (n = 290,000); in the data active = inhibition mostly above about 51%, no sharp cut-off; inconclusive = no clear call, values can overlap the other calls; inactive = mostly below about 53%; note: some results filed as inactive read as strong as hits
XIAP displacement = XIAP antagonists, biochemical, IAP family, fluorescence polarization (AID 1018). actives 0.007% (n = 200,000). one-dose displacement, % at 20 µM; IC50 in µM for titrated hits. XIAP BIR domain, fluorescence polarization peptide displacement; higher % means a stronger effect; in the data active = displacement above about 50%; note: a part of the inactive calls stands beside numbers as strong as those of hits
Myeloid diff MLP = promotes myeloid progenitor differentiation; ER-HoxA9 myeloid progenitors, lysozyme-GFP differentiation, flow cytometry; calls only at 10 µM; actives 1% (n = 360,000);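 active = normalized GFP-positive differentiation at or above the plate's own cutoff, the solvent-only control mean plus 3 SD; inconclusive = no clear call, values can overlap the other calls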;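 note: cells exposed to compound for four days before flow analysis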
Siah-1 displacement = Siah-1 peptide-binding antagonists, primary screen, biochemical, fluorescence polarization, rhodamine-plectin, uHTS (AID 1817). Siah-1 / rhodamine-plectin peptide fluorescence polarization; higher % means a stronger effect. one-dose displacement, % at 20 µM; IC50 in µM for titrated hits. actives 0.02% (n = 290,000);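 active = displacement of at least 50% at 20 µM, with a fluorescence ratio check between 0.3 and a set limit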;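 note: plate controls were Siah plus tracer with DMSO for no effect and tracer alone without Siah for full effect; strong numbers were not always called active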
NS5 inhibitors = Dengue-2 NS5 methyltransferase inhibitors, primary screen, biochemical, confirmation dose response (AID 588689). Dengue-2 NS5 methyltransferase capping enzyme assay, biochemical; higher % means a stronger effect. inhibition, % at 25 µM; hits with a dose series show IC50 in µM. actives 0.3% (n = 340,000); in the data active = a potency from the dose series; inconclusive = inhibition above about 29% without an active follow-up result
Hep lipid drop cells 6.5 µM = further read-out of Hep lipid drop, marked with its call; cell count; measured here: cell count, cytotoxicity flag;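 cells counted across two imaged fields per well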
NS5 inhibitors pilot replicate = further read-out of NS5 inhibitors, marked with its call; inhibition, %; measured here: pilot screen replicate inhibition
Myeloid diff MLP GFP+ MAC1+ % = second read-out of Myeloid diff MLP, no call of its own (marks repeat the call); GFP+ MAC1+ double positive, %; measured here: differentiation confirmed by MAC1 staining
* marks the source's active call; other numbers are inactive results; i = inactive; u = inconclusive; x = no result given; + = active, no number; & = joins results of further samples. Cut-off read from the data, not from the text of the source, unless noted: active = inhibition above about 50%; inactive = the rest. An excerpt (hit frequency here may not be typical).

SMILES | HIV peptide binding | LYP phosphatase | NOD2 inhibition | Hep lipid drop | Hep lipid drop cells 6.5 µM | AID2073 | XIAP displacement | Myeloid diff MLP | Myeloid diff MLP GFP+ MAC1+ % | Siah-1 displacement | NS5 inhibitors | others
COc1ccc(Nc2nc3ccccc3nc2NS(=O)(=O)c2ccc(NC(C)=O)cc2)cc1 | 17% | -1% | 8% | 3 | 743 | 33% | x | i | 0.7 | 0% | -1%
CCn1cc(/C=C(\NC(=O)c2ccc(OC)c(OC)c2)C(=O)NCCCO)c2ccccc21 | 3.2% | 3% | 6% | 6 | 702 | 0% | -3.5% | i | 0.3 | 8% | -9%
COc1cccc(N2CC(=O)N(NC(=O)c3sc4nc(C)cc(C)c4c3N)CC2=O)c1 | -0.7% | -8% | 2% | 6 | 738 | 26% | x | i | 0.7 | 3% | 3%
COc1ccc(C2C(C(C)=O)=C(C)Nc3ncnn32)cc1OC (configuration not stated) | 0.9% | -2% | -1% | -4 | 718 | -1% | -3.9% | i | 0.8 | 5% | -2%
Cc1c(C#N)c2ccccc2n1CC(=O)NC(C)c1ccccc1 (configuration not stated) | -1.3% | -7% | -8% | 19 | 723 | 1% | -2.1% | i | 0.5 | 5% | -3%
Cc1ccc(N(C=NC#N)CC(=O)N2CCN(c3ccccc3)CC2)cc1 | -0.8% | -6% | -7% | 5 | 752 | 7% | -6.8% | i | 1.1 | 2% | -3%
CN(C(=O)COC(=O)c1ccccc1Nc1ccccc1)C1CCS(=O)(=O)C1 (configuration not stated) | 3.4% | -4% | 23% | x | x | 10% | -1.9% | i | 1.1 | -2% | -5%
C/C=C/c1cc(CN2CCN(c3ccccc3)CC2)c(O)c(OC)c1 | -3.6% | -8% | -12% | -1 | 651 | -16% | -7.0% | i | 0.8 | -1% | 3%
CC1(C)CCCC2=C1CC1C(=O)N(N)C(=O)C1C2 (configuration not stated) | 0.3% | -4% | 9% | -12 | 511 | -3% | x | i | 0.5 | 0% | 6%
COc1cc(CNCCO)cc(Cl)c1OCc1ccc(Cl)cc1Cl | -2.3% | -10% | -9% | 16 | 608 | -5% | -18% | i | 0.0 | -2% | -2%
Cc1noc(NS(=O)(=O)c2ccc(NC(=O)c3cnc4scc(C)n4c3=O)cc2)c1C | 1.2% | 7% | -6% | 24 | 681 | 1% | -4.6% | i | 1.8 | 2% | 3%
O=C(OCC(=O)c1c[nH]c2ccccc12)C1=COCCO1 | -0.2% | -1% | -35% | -22 | 571 | -1% | -3.4% | i | 0.8 | 2% | -4%
CCC(c1nnc(SCC(=O)Nc2cccc(S(N)(=O)=O)c2)n1Cc1ccccc1)N(C)C (configuration not stated) | 0.7% | -5% | 9% | 8 | 688 | 10% | x | i | 0.5 | 10% | 3%
COc1ccccc1OCC(=O)NCc1ccco1 | 4.6% | -8% | 21% | x | x | 0% | -6.0% | i | 1.3 | -1% | -3%
CCOc1ccc(N2C(=O)c3ccc(C(=O)OCC(=O)N(CC)C4CCS(=O)(=O)C4)cc3C2=O)cc1 (configuration not stated) | -2.6% | -5% | 10% | -15 | 611 | 31% | -18% | i | 0.7 | 3% | -9%
CC(=O)Nc1ccc(S(=O)(=O)NNC(=O)C(=O)NNc2ccccn2)cc1 | 0.9% | -6% | -5% | 19 | 709 | -13% | x | i | 1.0 | -4% | 1%
COc1ccc(NC(=O)c2ccc(CNc3c(NC4CCCCC4)c(=O)c3=O)cc2)cc1OC | -2.6% | 2% | -1% | x | x | 22% | -7.5% | i | 1.2&1.4 | -4% | 5%&0%
COc1ccc(-c2nnc(SCC(=O)c3cccs3)o2)c(OC)c1 | 0.7% | -4% | -18% | x | x | 2% | -4.6% | i | 14 | -1% | 3%
Cc1ccc(-c2noc(CNS(=O)(=O)c3ccccc3)n2)cc1 | 2.5% | -9% | -11% | -2 | 657 | 1% | x | i | 1.1 | 0% | -13%
Cc1oc(-c2ccc(Cl)cc2)nc1CN1CCC(C(=O)N2CCc3ccccc3C2)CC1 | -2.3% | -12% | 5% | x | x | -1% | -2.6% | + | 31* | -2% | -3%
Cc1ccccc1NC(=S)N(Cc1cccs1)C1CCCCC1 | -2.3% | 0% | 12% | -7 | 703 | -15% | -4.9% | i | 0.5 | -7% | -2%
Cc1cccc(CCNS(=O)(=O)c2ccc3c(c2)NC(=O)CO3)c1 | -0.1% | -11% | 6% | 15 | 688 | 0% | x | i | 0.2 | 12% | -2%
Cc1cccc(OCCCCCn2ccnc2)c1C | -0.6% | -6% | 24% | x | x | -2% | -1.3% | i | 2.3 | -1% | 0%
COc1cc(O)cc(O)c1C(=O)/C=C/c1ccccc1 | 1.3% | -1% | -117% | -12 | 700 | -9% | -7.1% | i | 3.2 | -2% | 2%
Fc1cccc(Cc2noc(CN3CCN(C4CCc5ccccc5C4)CC3)n2)c1 (configuration not stated) | 0.5% | -6% | -8% | 0 | 747 | u | -4.9% | i | 0.6 | 3% | 8%
CCOC(=O)N1CCC(NCCNC(=O)c2cccs2)CC1 | 0.7% | -3% | 7% | 3 | 636 | -6% | -3.9% | i | 0.5 | 4% | 2%
O=C(Nc1ccc(-c2nc3ccccc3[nH]2)cc1)C1CCCO1 (configuration not stated) | -1.1% | -1% | -74% | 9 | 766 | -8% | -7.1% | i | 6.2 | -2% | -6%
Cc1ccc(/C=N/NC(=O)CCSc2ccccc2)cc1 | 0.1% | -1% | 1% | -7 | 512 | -2% | -3.4% | i | 0.6 | 3% | -3%
Cc1cccc(NC(=O)C(=O)NCCCc2ccccc2)c1 | -1.9% | 27% | -42% | 4 | 450 | -6% | -4.2% | x | x | -2% | x
Cc1ccc(S(=O)(=O)N2CCCC2C(=O)N2CCCCCC2)cc1 (configuration not stated) | -2.1% | -1% | -22% | -20 | 707 | 19% | -10% | i | 0.4 | -4% | -3%
O=C(/C=C/c1cccc(Br)c1)NCc1ccncc1 | 1.7% | -3% | 4% | -3 | 741 | -9% | -1.1% | i | 0.2 | 7% | -6%
Cc1cccc(C(=O)OC2CCCN(C)C2)c1C (configuration not stated) | -1.1% | -3% | 4% | -3 | 858 | 24% | x | i | 0.7 | 2% | -1%
O=C(NCCCn1ccnc1)c1ccccc1Br | 0.1% | -12% | 8% | 9 | 817 | -7% | x | i | 0.5 | -1% | 1%
Cc1nn(Cc2ccc(C(=O)n3cccn3)o2)c(C)c1Br | -1.6% | -5% | 14% | 6 | 742 | 14% | -10% | i | 0.7 | -3% | -4%
COc1ccccc1NC(=O)CCN1C(=O)C2CC=CCC2C1=O (configuration not stated) | 0.6% | -8% | -6% | -1 | 813 | 3% | x | i | 0.7 | 6% | -5%
CCN1CCN(CC(=O)Nc2c(C(=O)OC)[nH]c3cccc(Cl)c23)CC1 | 0.0% | -6% | 5% | x | x | 4% | -5.7% | x | x | 0% | x
CCN(CCCNC(=O)CCCCn1c(=O)[nH]c2ccccc2c1=O)c1ccccc1 | 2.0% | -10% | 3% | x | x | 0% | -2.8% | i | 1.0 | 1% | -1%
COc1cccc(CNn2cnnc2)c1O | -2.3% | -10% | 14% | 23 | 701 | -8% | -5.9% | i | 0.2 | -1% | -5%
Cc1cccc(C)c1NC(=O)COC(=O)c1nonc1N | -0.9% | -3% | 1% | -2 | 620 | 20% | -6.7% | i | 3.4 | 0% | 8% | NS5 inhibitors pilot replicate=3.0
Cc1ccc(NC(=O)CCC(=O)NNC(=O)COc2cccc3ccccc23)c(C)c1 | 0.3% | -2% | 11% | x | x | 9% | -6.8% | i | 2.6 | -1% | -5%
CCCc1cc(=O)oc2c(CN3CCN(C)CC3)c(O)c(Cl)cc12 | -2.4% | -47% | 5% | x | x | 25% | -5.6% | i | 0.6 | 2% | 2%
CCCOc1cccc(-c2nc3ccccc3c(=O)o2)c1 | 4.1% | -4% | -67% | 0 | 705 | 3% | 0.2% | i | 0.2 | 4% | -2%
O=C(COC(=O)CCCOc1ccccc1)NNC(=O)c1ccc([N+](=O)[O-])cc1 | -0.7% | -10% | -1% | -14 | 660 | 3% | x | i | 1.0 | 5% | -9%
Cc1ccc(S(=O)(=O)NNc2nnc(C)c(=O)[nH]2)cc1 | -0.5% | -6% | 16% | 25 | 669 | 16% | -5.0% | i | 0.0 | 11% | -1%
COc1ccc(C(=O)NCCSCc2ccccc2Cl)cc1OC | -0.6% | -8% | 1% | 10 | 805 | -4% | x | x | x | 11% | -4%

Three entries picked at random from those above, as already listed:
SMILES | HIV peptide binding | LYP phosphatase | NOD2 inhibition | Hep lipid drop | Hep lipid drop cells 6.5 µM | AID2073 | XIAP displacement | Myeloid diff MLP | Myeloid diff MLP GFP+ MAC1+ % | Siah-1 displacement | NS5 inhibitors | others
COc1cccc(CNn2cnnc2)c1O | -2.3% | -10% | 14% | 23 | 701 | -8% | -5.9% | i | 0.2 | -1% | -5%
O=C(/C=C/c1cccc(Br)c1)NCc1ccncc1 | 1.7% | -3% | 4% | -3 | 741 | -9% | -1.1% | i | 0.2 | 7% | -6%
O=C(COC(=O)CCCOc1ccccc1)NNC(=O)c1ccc([N+](=O)[O-])cc1 | -0.7% | -10% | -1% | -14 | 660 | 3% | x | i | 1.0 | 5% | -9%

The list continues:
SMILES | HIV peptide binding | LYP phosphatase | NOD2 inhibition | Hep lipid drop | Hep lipid drop cells 6.5 µM | AID2073 | XIAP displacement | Myeloid diff MLP | Myeloid diff MLP GFP+ MAC1+ % | Siah-1 displacement | NS5 inhibitors | others
CC(=O)OCC1CCCC2=C(C)C(=O)CCC21COC(C)=O (configuration not stated) | -0.6% | -6% | 13% | -2 | 693 | 9% | -5.1% | i | 0.3 | 0% | 3%
NC(=O)c1ccc(NC(=O)CN2CCN(c3ccccc3)CC2)cc1 | -0.6% | -7% | -14% | 6 | 756 | 11% | x | i | 1.1 | -2% | -7%
O=C(NCCCN1CCCC1)c1ccc(CS(=O)(=O)c2ccc(Br)cc2)o1 | 0.0% | -8% | -9% | x | x | -7% | -3.7% | i | 2.8 | -5% | 4%
CC(=O)NCc1nc2ccccc2n1Cc1ccccc1F | 4.7% | -1% | 0% | x | x | 8% | -5.1% | i | 0.7 | 0% | -7%
Cc1c(C)n(CCCN(C)C)c2ncnc(Nc3ccc(F)cc3)c12 | 0.3% | -10% | 2% | 4 | 824 | 14% | x | i | 0.9 | -3% | 1%
NS(=O)(=O)OCC(Cc1ccccc1)N1C(=O)c2ccccc2C1=O (configuration not stated) | 0.3% | -10% | 10% | 1 | 797 | -1% | x | i | 1.8 | 0% | -5%
COc1ccc2[nH]c(=O)c(CN(C3CCCCC3)C(c3nnnn3Cc3ccco3)C(C)C)cc2c1 (configuration not stated) | -0.9% | 14% | -2% | x | x | 26µM* | -29% | i | 1.5 | -3% | -8%
Cc1cc(S(=O)(=O)NCc2ccccc2)ccc1OCC(=O)NCc1ccccn1 | 0.2% | -9% | -6% | 15 | 749 | -3% | x | i | 0.8 | 2% | 1%
